Screens: PubChem BioAssay, Sanford-Burnham Center for Chemical Genomics
EBI2 antag = EBI2 (human) antagonism. P32249. EBI2 beta-arrestin recruitment, luminescence, 7a,25-OHC stimulated. inhibition, % at 5 µM. hit rate 0.81% among 360,000. AID 651636; in the data active means inhibition above about 38%;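 further: enzyme fragment complementation signal reports receptor beta-arrestin coupling in cells; 0% = agonist plus DMSO wells and 100% = wells without agonist; some results beyond the cut were filed as inactive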
A3G deaminase = APOBEC3G (human) deaminase inhibition; Q9HC16; recombinant A3G, ssDNA deamination FAM/TAMRA fluorescence; inhibition, % at 20 µM; hit rate 0.28% among 330,000; AID 493012;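 active means inhibition of at least 40% at 20 µM, with no more than 30% in the related APOBEC3A deaminase screen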;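 further: plate controls were DMSO wells with A3G for no effect and wells lacking A3G enzyme for full effect; some compounds called inactive have numbers as strong as hits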
Target sequence (Q9HC16 whole entry, looked up): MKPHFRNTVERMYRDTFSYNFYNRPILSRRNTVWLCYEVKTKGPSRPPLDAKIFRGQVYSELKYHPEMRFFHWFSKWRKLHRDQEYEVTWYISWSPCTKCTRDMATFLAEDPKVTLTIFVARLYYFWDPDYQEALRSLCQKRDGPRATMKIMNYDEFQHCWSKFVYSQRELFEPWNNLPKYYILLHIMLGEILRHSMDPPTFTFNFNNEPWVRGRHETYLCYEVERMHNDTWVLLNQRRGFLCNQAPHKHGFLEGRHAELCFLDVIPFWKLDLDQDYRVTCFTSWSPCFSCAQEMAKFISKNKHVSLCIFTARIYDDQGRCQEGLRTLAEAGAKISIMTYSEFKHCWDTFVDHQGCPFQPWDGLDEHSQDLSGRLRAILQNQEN
CCR6 antagonist = CCR6 (human) receptor antagonism | hit rate 0.49% among 340,000 | inhibition, % at 20 µM | AID 493098 | CHO-K1 CCR6 PathHunter beta-arrestin, luminescence, CCL20-stimulated | P51684;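 active means compounds whose inhibition of the agonist-driven luminescence signal at 20 µM reaches about 50%, limit read from the data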;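 further: cells stimulated with CCL20 at 14 nM final; plate controls were DMSO with CCL20 for no effect and DMSO without agonist for full effect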
Target sequence (P51684 whole entry, looked up): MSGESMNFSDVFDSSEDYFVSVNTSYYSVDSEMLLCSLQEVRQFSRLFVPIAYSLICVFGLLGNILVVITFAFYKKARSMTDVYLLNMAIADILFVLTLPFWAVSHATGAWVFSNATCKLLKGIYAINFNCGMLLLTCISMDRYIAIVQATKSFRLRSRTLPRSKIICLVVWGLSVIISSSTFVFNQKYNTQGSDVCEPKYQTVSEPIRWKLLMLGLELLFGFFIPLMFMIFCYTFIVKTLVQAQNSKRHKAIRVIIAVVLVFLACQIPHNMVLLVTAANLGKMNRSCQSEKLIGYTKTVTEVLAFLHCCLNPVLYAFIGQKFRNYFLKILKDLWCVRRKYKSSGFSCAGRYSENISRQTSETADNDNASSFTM
Gli-Sufu antag = Gli-Sufu pathway antagonism; Sufu-KO-LIGHT fibroblasts, Gli luciferase reporter luminescence; inhibition, % at 5 µM; hit rate 0.74% among 340,000;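 active means inhibition above about 55%, limit read from the data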;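 further: 0% = DMSO-treated cells and 100% = wells with medium but no cells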
A3A deaminase = inhibitors of human APOBEC3A DNA deaminase; inhibition, % at 20 µM; hit rate 0.41% among 330,000; recombinant A3A, FAM/TAMRA ssDNA deamination fluorescence; AID 493011;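 active means at least 40% inhibition at 20 µM here, with at most 30% in a related deaminase screen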;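 further: plate controls were A3A with DMSO for no effect and wells lacking A3A enzyme for full effect; some results filed as inactive read as strong as hits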
Target sequence (P31941 whole entry, looked up): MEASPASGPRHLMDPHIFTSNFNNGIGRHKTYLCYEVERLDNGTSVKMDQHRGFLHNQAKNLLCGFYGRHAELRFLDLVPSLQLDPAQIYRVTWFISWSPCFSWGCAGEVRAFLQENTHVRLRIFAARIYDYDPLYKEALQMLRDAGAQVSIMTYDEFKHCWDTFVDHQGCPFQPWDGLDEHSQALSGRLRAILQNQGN
MPTP inh = permeability transition pore inhibition | isolated mouse mitochondria, Ca2+ swelling absorbance, 30 min | inhibition, % at 10 µM | hit rate 1.4% among 360,000 | AID 602449;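 active means inhibition of 50% or more, scaled per plate between neutral and stimulator controls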;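 further: 0% = DMSO wells given calcium and 100% = 1 mM EGTA wells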
GRIN3A LBD mod = NR3A (human) ligand-binding domain modulation | hit rate 2.5% among 340,000 | Tm shift relative to glycine control, % at 25 µM | NR3A LBD differential scanning fluorimetry, Tm shift; 0% = protein alone, 100% = glycine-bound protein;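 active means melting temperature shift of at least 10% of the positive control shift, at one fixed dose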
CXCR6 inh = CXCR6 (human) receptor inhibition; CHO-K1 PathHunter CXCR6 beta-arrestin, luminescence; O00574; AID 602244; inhibition, % at 20 µM; hit rate 0.36% among 360,000; in the data active means inhibition above about 34%, passing the limit was not always enough;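 further: antagonist mode with CXCL16 agonist at 10 nM final; 0% = 10 nM CXCL16 with DMSO and 100% = unstimulated wells without agonist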
Numbers without * were called inactive; . = not tested or not shown.

SMILES	EBI2 antag	A3G deaminase	CCR6 antagonist	Gli-Sufu antag	A3A deaminase	MPTP inh	GRIN3A LBD mod	CXCR6 inh
CCOC(=O)C1CCCN(C(=O)COC(=O)c2cccs2)C1 (centres undefined)	-7	-6	5	1	-2	-0.4	2	-6
O=C(NCc1ccco1)C(c1ccc(F)cc1)N(Cc1cccnc1)C(=O)Cn1nnc2ccccc21 (centres undefined)	11	0	-4	2	-1	-1.2	-7	1
CC1(c2nnc(-c3cccc(Cl)c3)o2)CC(c2cccc([N+](=O)[O-])c2)=NO1 (centres undefined)	-1	-5	10	7	-7	-1.1	1	-3
OCCOCCn1c(CCNc2nc(-c3ccc(Cl)cc3)cs2)nc2cc(Cl)c(Cl)cc21	37	0	10	2	-1	-0.1	0	-1
COC(=O)c1nn(-c2ccccc2)c(Sc2ccc(C)cc2)c1/C=N/O	3	.	9	10	.	0.5	0	9
CCC1Sc2ccccc2N(CC(=O)NCCC(C)C)C1=O (centres undefined)	-10	-3	12	-11	-5	1.6	0	9
C/C(=N\NC(=O)c1ccoc1C)c1ccccc1	-1	0	9	-35	1	1.9	0	5
CCC(=O)N1CCc2cc(S(=O)(=O)N3CCN(c4cc(Cl)ccc4C)CC3)ccc21	13	58*	22	4	-2	0.1	-3	11
CCCN=C1NC(=O)C(CC(=O)NCCc2ccc(OC)c(OC)c2)S1 (centres undefined)	3	-1	8	.	2	-0.3	-3	-8
COCCCNC(=O)C1CC(=O)N(CCc2ccc(OC)c(OC)c2)C1 (centres undefined)	-3	0	-10	11	4	-0.9	0	-7
Cc1ccc(S(=O)(=O)NCCCNC(=O)N2CCOCC2)cc1	-11	-3	12	3	-2	0.9	1	0
COc1cc2c(cc1OC)C(c1ccccc1OC(C)C)CC(=O)N2 (centres undefined)	6	-10	4	12	-7	-0.3	1	7
CC(C)(O)CN(CCCNC(=S)Nc1ccccc1)C(=S)Nc1ccccc1	-1	.	-10	-5	.	0.0	-5	2
COc1ccc2c(c1)[nH]c1c(=O)n(N)cnc12	-2	-3	-15	-12	0	-1.3	-3	0
COc1ccc(/C=C/C(=O)N2CCN(S(=O)(=O)c3ccccc3)CC2)cc1OC	46*	-1	0	-2	-1	-0.2	-4	-5
O=C(CN1C(=O)NC2(CCCCC2)C1=O)N(Cc1ccco1)Cc1cccs1	1	-12	7	-6	-5	-2.7	2	-2
CC(=O)Nc1cc2cc(NS(=O)(=O)c3ccc(Cl)cc3)ccc2oc1=O	12	7	0	3	4	1.9	-2	-4
Cn1nc(C(=O)NC2=NCCS2)ccc1=O	0	0	-10	-6	-1	0.5	1	-2
CC(Sc1nnc(COc2ccccc2)n1-c1ccccc1)C(=O)O (centres undefined)	-10	-7	0	-18	-2	1.4	-1	-7
COc1ccccc1CNC(=O)CNCC1CCCO1 (centres undefined)	0	0	-1	7	0	0.3	2	-6
O=C1CC(c2ccc(Cl)cc2)Oc2ccc(Cl)cc21 (centres undefined)	29	.	26	-5	.	-1.0	-9	1
CC(C)(C)c1ccccc1NC(=O)CN1C(=O)NC2(CCCCCC2)C1=O	2	-3	-12	-3	2	0.2	1	-2
Cc1c(NC(=O)CCCCCN2C(=O)c3ccccc3C2=O)c(=O)n(-c2ccccc2)n1C	-3	-6	-16	25	-2	1.6	-1	5
COc1ccc(C(=O)COC(=O)CN2C(=O)C3CC=CCC3C2=O)c(OC)c1 (centres undefined)	3	-2	7	-9	3	-2.3	0	1
CCCn1c(SCc2nc3sc(C)c(C)c3c(=O)[nH]2)nc2ccccc2c1=O	9	-1	4	1	4	7.1	0	-1
CCCCc1nnc(SCc2ccc(OCC)cc2)n1N	-5	-4	-6	0	0	-2.0	1	4
Cc1ccc2[nH]c3c(c2c1)CCC3=O	-7	-6	-15	-2	0	-1.1	-1	-6
CCn1c(SCC(=O)NCC2CCCO2)nnc1-c1ccccc1 (centres undefined)	1	-7	-1	4	-3	7.0	0	-5
Cc1ccc2sc(N(CCCN(C)C)C(=O)CN3C(=O)c4ccccc4C3=O)nc2c1C	-20	-1	13	-1	6	-1.4	0	2
CCCN(CCC)CCCNc1ccc(C(=O)Nc2cccc(OC)c2)cc1[N+](=O)[O-]	6	-5	22	20	0	0.7	-2	8
Cc1ccc2c(C(=O)CN3CCC4(CC3)OCCO4)c(C)[nH]c2c1	29	-1	3	4	0	1.9	0	3
CCc1ccc(NC(=S)N(CCN2CCCCC2)Cc2ccco2)cc1	10	-1	9	1	0	1.7	-4	0
COCCCOc1ccnc(CS(=O)c2nc3ccccc3[nH]2)c1C (centres undefined)	-3	-3	9	-49	0	2.4	0	-5
Cc1ccccc1C(=O)Oc1cccc(Nc2ncnc3ccccc23)c1	-12	-1	-9	15	2	-1.7	-2	-9
O=C(NN=C1CCCCCCC1)C(=O)NC1CCCCC1	-1	-3	9	-6	-2	-3.2	1	-2
COc1ccc(NS(=O)(=O)c2ccc(NC(C)=O)cc2)cc1OC	4	-5	3	52	0	49	0	-1
COc1ccccc1NC(=O)C(C)n1cnc2c(oc3nc4c(cc32)CCCC4)c1=O (centres undefined)	-3	-2	13	4	3	-1.1	2	12
Cn1c(=O)c2c(ncn2CC(=O)Nc2ccccc2N2CCOCC2)n(C)c1=O	-7	-5	-1	1	-3	0.2	-2	-7
CCOC(=O)N1CCN(S(=O)(=O)N2CCCC(C(=O)NCCc3ccccc3)C2)CC1 (centres undefined)	5	-1	8	-1	-1	3.5	-2	-1
CCOC(=O)CC1CCCCN1C(=O)CCCn1nnnc1CN1CCC(C)CC1 (centres undefined)	6	-1	9	6	-1	0.7	1	-2
CCNC(=O)N(C)C[C@H]1N[C@@](Cc2ccccc2)(C(=O)OC)[C@H]2C(=O)N(C)C(=O)[C@@H]12	-3	-2	7	0	-1	-0.5	1	-1
CCN(CC)S(=O)(=O)c1ccc(Cl)c(NC(=O)COC(=O)c2c(C)noc2C)c1	5	-5	11	23	4	5.2	-1	-3
O=C(OC1CCOC1=O)c1cc(Cl)ccc1[N+](=O)[O-] (centres undefined)	-2	0	-1	-2	1	-0.5	0	10
Cc1csc2nc(CNC(=O)CCC(=O)O)cn12	-12	-4	4	-6	-1	-2.4	-1	5
Oc1cc(NCCc2cccnc2)cc2cccnc12	-4	-5	7	12	-2	0.4	-1	-3
CCCCCCSC1=C(C#N)C(c2ccc(O)cc2)CC(=O)N1 (centres undefined)	7	-6	8	-2	-3	0.6	-1	-15
Cc1ccc(OCC(=O)Nc2ccc(CN3CCOCC3)cc2)cc1C	4	-14	-2	-15	-1	0.2	-3	-9
Cc1ccc(C(=O)c2ccccc2C(=O)OCC(=O)NC(C)(C)C)cc1	4	-6	9	-1	-1	0.6	2	9
CCC(Oc1ccccc1)C(=O)N(Cc1ccccc1)c1ccccn1 (centres undefined)	4	-13	25	-3	-4	-0.9	-1	-1
COc1cc(C2C(C#N)=C(N)Oc3cc(C)oc(=O)c32)ccc1OC(=O)N1CCOCC1 (centres undefined)	-13	0	7	3	3	1.3	4	4
Cc1ccc(Cn2c(/C=C/c3ccco3)nc3ccccc32)cc1	10	-3	15	13	-2	1.4	-2	16
CN(Cc1ccccc1F)C(=O)CN1c2cccc3cccc(c23)S1(=O)=O	4	-1	7	7	3	-1.0	1	-6
CCCCCCCC(=O)NN=C1CCN(Cc2ccccc2)CC1	-9	-5	4	-3	5	1.5	-9	0
Cc1nn(C)c2ncc(C(N)=O)c(Oc3ccc(Cl)cc3)c12	-4	-1	8	6	1	2.3	-1	3
CC1(C)CC(NS(=O)(=O)c2ccc3ccccc3c2)CC(C)(C)N1	0	-6	13	-1	-1	-1.1	-2	2
Cn1nccc1C(=O)NC1CCCc2c1cnn2-c1cc(F)cc(F)c1 (centres undefined)	-7	-8	8	22	-9	0.5	2	-7
COc1ccc([N+](=O)[O-])cc1NC(=O)CCN1CCOCC1	-14	2	7	21	1	0.2	3	-7
Nc1ccc(Br)c[n+]1Cc1cccc2cccnc12	8	-5	-1	5	12	2.0	0	3
C=CCNCCCOc1ccc(Cl)cc1C(C)(C)C	-6	-7	-7	17	-2	0.3	-3	-12
O=C1CCCN2N=C(SCC(=O)Nc3ccc(Br)cc3)SC2=N1	-1	-5	2	-6	-4	-0.7	4	4
The list goes on.
SMILES	EBI2 antag	A3G deaminase	CCR6 antagonist	Gli-Sufu antag	A3A deaminase	MPTP inh	GRIN3A LBD mod	CXCR6 inh
O=S(=O)(Nc1ccc(F)cc1)c1ccc(NS(=O)(=O)c2cccs2)cc1	-6	-1	9	24	-1	0.3	-2	-2
CCOC(=O)c1c(C)nc2c(C)cccn12	-7	-3	15	-10	-1	0.8	1	-20
O=C(NCCCN1CCCC1=O)c1cc(NS(=O)(=O)c2ccc(F)cc2)cc(NS(=O)(=O)c2ccc(F)cc2)c1	-6	-4	-4	6	-1	1.6	3	-4
CC12CCC(C/C1=N/O)C2(C)C (centres undefined)	-6	-7	-4	23	0	-2.3	1	2
O=C(NCCCn1ccnc1)c1cc2nc(-c3ccc(Br)cc3)cc(C(F)(F)F)n2n1	8	-4	17	11	0	0.3	0	6
CCC(c1nnnn1Cc1ccco1)N(CCc1ccccc1)Cc1cc2ccc(OC)cc2[nH]c1=O (centres undefined)	-1	-4	15	.	0	-4.2	-1	2

Structures listed so far with an aryl methoxy group, in the order listed:
SMILES	EBI2 antag	A3G deaminase	CCR6 antagonist	Gli-Sufu antag	A3A deaminase	MPTP inh	GRIN3A LBD mod	CXCR6 inh
CCCN=C1NC(=O)C(CC(=O)NCCc2ccc(OC)c(OC)c2)S1 (centres undefined)	3	-1	8	.	2	-0.3	-3	-8
COCCCNC(=O)C1CC(=O)N(CCc2ccc(OC)c(OC)c2)C1 (centres undefined)	-3	0	-10	11	4	-0.9	0	-7
COc1cc2c(cc1OC)C(c1ccccc1OC(C)C)CC(=O)N2 (centres undefined)	6	-10	4	12	-7	-0.3	1	7
COc1ccc2c(c1)[nH]c1c(=O)n(N)cnc12	-2	-3	-15	-12	0	-1.3	-3	0
COc1ccc(/C=C/C(=O)N2CCN(S(=O)(=O)c3ccccc3)CC2)cc1OC	46*	-1	0	-2	-1	-0.2	-4	-5
COc1ccccc1CNC(=O)CNCC1CCCO1 (centres undefined)	0	0	-1	7	0	0.3	2	-6
COc1ccc(C(=O)COC(=O)CN2C(=O)C3CC=CCC3C2=O)c(OC)c1 (centres undefined)	3	-2	7	-9	3	-2.3	0	1
CCCN(CCC)CCCNc1ccc(C(=O)Nc2cccc(OC)c2)cc1[N+](=O)[O-]	6	-5	22	20	0	0.7	-2	8
COc1ccc(NS(=O)(=O)c2ccc(NC(C)=O)cc2)cc1OC	4	-5	3	52	0	49	0	-1
COc1ccccc1NC(=O)C(C)n1cnc2c(oc3nc4c(cc32)CCCC4)c1=O (centres undefined)	-3	-2	13	4	3	-1.1	2	12
COc1cc(C2C(C#N)=C(N)Oc3cc(C)oc(=O)c32)ccc1OC(=O)N1CCOCC1 (centres undefined)	-13	0	7	3	3	1.3	4	4
COc1ccc([N+](=O)[O-])cc1NC(=O)CCN1CCOCC1	-14	2	7	21	1	0.2	3	-7
CCC(c1nnnn1Cc1ccco1)N(CCc1ccccc1)Cc1cc2ccc(OC)cc2[nH]c1=O (centres undefined)	-1	-4	15	.	0	-4.2	-1	2
